Source: PubChem BioAssay
DAX1 inh-1: inhibits human nuclear receptor DAX1; P51843; HEK293 Gal4-DAX1 luciferase reporter, luminescence; inhibition, % at 6.75 µM; 340,000 tested, 0.99% active; AID 504766;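 active = inhibition above the mean over all tested compounds plus 3 SD, cut at about 4.2% in these data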;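 note: 0% = DAX1-transfected cells with DMSO and 100% = empty-vector control cells with DMSO; inhibition shows as a rise in luminescence from relieved DAX1 repression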
Target sequence (P51843 207-470 limits assumed): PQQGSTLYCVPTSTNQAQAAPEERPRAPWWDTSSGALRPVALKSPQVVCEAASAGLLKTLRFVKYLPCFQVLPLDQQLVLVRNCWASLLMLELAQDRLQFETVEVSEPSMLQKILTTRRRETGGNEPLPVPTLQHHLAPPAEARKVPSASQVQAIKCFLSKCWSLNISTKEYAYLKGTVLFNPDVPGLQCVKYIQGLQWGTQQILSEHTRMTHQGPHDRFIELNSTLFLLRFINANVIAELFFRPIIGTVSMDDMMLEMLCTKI
ADAM17 inh: ADAM17 inhibition, QFRET primary screen. recombinant ADAM17, EDANS/DABCYL FRET peptide cleavage. AID 720648. inhibition, % at 6.95 µM. 370,000 tested, 0.83% active;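 active = inhibition above the mean of compounds lying between control limits plus 3 SD, set per campaign, cut at about 8.5% in these data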;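 note: 0% = DMSO-only wells as the low control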
Target sequence (P78536 215-824 limits assumed): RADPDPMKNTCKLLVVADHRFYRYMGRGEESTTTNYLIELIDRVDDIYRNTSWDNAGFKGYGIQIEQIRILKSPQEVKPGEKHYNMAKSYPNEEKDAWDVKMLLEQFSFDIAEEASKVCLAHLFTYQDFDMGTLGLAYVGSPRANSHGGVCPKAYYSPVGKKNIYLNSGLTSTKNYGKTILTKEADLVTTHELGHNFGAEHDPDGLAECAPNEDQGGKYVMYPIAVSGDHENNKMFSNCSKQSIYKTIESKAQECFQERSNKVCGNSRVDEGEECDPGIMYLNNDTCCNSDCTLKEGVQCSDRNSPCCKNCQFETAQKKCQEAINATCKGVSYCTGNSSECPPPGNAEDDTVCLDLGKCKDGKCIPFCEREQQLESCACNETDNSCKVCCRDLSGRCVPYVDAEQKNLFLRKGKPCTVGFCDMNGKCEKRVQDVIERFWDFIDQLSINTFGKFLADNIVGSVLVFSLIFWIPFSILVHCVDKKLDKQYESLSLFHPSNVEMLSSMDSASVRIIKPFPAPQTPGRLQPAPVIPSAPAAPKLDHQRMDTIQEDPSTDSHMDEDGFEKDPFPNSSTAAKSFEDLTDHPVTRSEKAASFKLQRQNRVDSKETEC
PLC-gamma1 inh: PLC-gamma1 (human) inhibition, primary screen | inhibition, % at 12.2 µM | 370,000 tested, 0.84% active | AID 720700 | purified PLC-gamma1, fluorogenic substrate, fluorescence; in the data active = inhibition above about 9.5%
hcDAF12 agonist: activates DAF-12 receptor from parasite H. contortus. HEK293 hcDAF-12 lit1-tk-luc reporter, luminescence; 0% DMSO, 100% Δ7-dafachronic acid. activation, % at 6.8 µM. 370,000 tested, 1.4% active;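 active = activation above the mean of all tested compounds plus 3 SD, cut at about 5.5% in these data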;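 note: 100% = response to 3 µM Δ7-dafachronic acid high control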
SMARCA2 activ: increases SMARCA2 function in MMTV reporter cells | MG213 cells, MMTV-luciferase reporter, dexamethasone, overnight | activation, % at 9.1 µM | 370,000 tested, 1% active; in the data active = activation above about 7.8%;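 note: 0% = vehicle wells and 100% = reference activator wells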
hgDAF12 agonist: hgDAF-12 agonism, primary luciferase screen. HEK293 GAL4-hgDAF12 UAS-luciferase reporter, agonist luminescence; normalized to butyrate control. activation, % at 6.8 µM. 370,000 tested, 1.8% active;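 active = activation above a cutoff set at the mean of all screened compounds plus 3 SD, cut at about 10% in these data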;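 note: 0% = DMSO wells and 100% = sodium butyrate wells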
DAX1 inh-2: inhibitors of DAX1 repression of SF-1 activated StAR promoter. HEK293T StAR-luciferase reporter, SF-1/DAX-1 repression relief. AID 652010. 370,000 tested, 1.1% active. inhibition, % at 6.8 µM;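 active = inhibition above the mean over all tested compounds plus 3 SD, cut at about 3.6% in these data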;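 note: 0% = DAX-1 cells with DMSO and 100% = cells lacking DAX-1 with DMSO; higher inhibition means more luminescence from relief of DAX-1 repression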
ssDAF12 agonist: activates DAF-12 receptor from parasite S. stercoralis; HEK293 ssDAF-12/GRIP1 lit1-tk-luc reporter, luminescence; % of 3 µM dafachronic acid response; activation, % at 6.8 µM; 370,000 tested, 1% active; AID 652126;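 active = activation above the mean over all tested compounds plus 3 SD, cut at about 0.9% in these data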;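 note: 0% = DMSO-only wells and 100% = 3 µM delta7-dafachronic acid wells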
Rev-erbA mod: Rev-erb alpha (human) modulation; P20393; Rev-erbα–FITC-DNA binding, fluorescence polarization, 90 min; activity, % at 10 µM; 370,000 tested, 0.79% active; AID 1259318;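 active = activity above about 14%, limit read from the data; passing the limit was not always enough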;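 note: 0% = DMSO wells with 35 nM protein and 100% = DMSO wells with 750 nM protein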
PLC-beta3 inh: blocks human PLC-beta3 enzyme activity; 370,000 tested, 0.18% active; Purified PLC-beta3, fluorogenic substrate, fluorescence; Q01970; inhibition, % at 12.2 µM; in the data active = inhibition above about 11%;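 note: 0% = median of compound wells on plate and 100% = full blocker control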
MBD2 inh: MBD2-methylated oligo binding inhibition | AID 686964 | TR-FRET, MBD2 binding to methylated oligonucleotide | inhibition, % at 4.4 µM | 370,000 tested, 0.31% active | Q9UBB5; in the data active = inhibition above about 13%
Numbers without * were called inactive; x = no result given; & = joins results of further samples.

SMILES	DAX1 inh-1	ADAM17 inh	PLC-gamma1 inh	hcDAF12 agonist	SMARCA2 activ	hgDAF12 agonist	DAX1 inh-2	ssDAF12 agonist	Rev-erbA mod	PLC-beta3 inh	MBD2 inh
Cc1nc2ccc(N)cc2s1	0.6	2.8	-2.8	-2.5	-0.6	-1.9	0.3	-0.4	-10.3	1.3	-4.1
CCCc1cc(=O)[nH]c(SCC(=O)NC)n1	0.9	-3.5	-1.6	-0.9	-0.7	-0.7	0.1	-0.8	0.0	0.6	-1.1
O=C(CSc1nc2ccccc2c(=O)n1CC1CCCO1)Nc1ccc(F)cc1 (centres undefined)	-1.0	-2.3	3.4	-1.6	-3.9	0.6	-0.4	-1.4	3.5	2.4	1.4
CN(C)c1ccc(-c2nnn(CC(=O)Nc3ccc4c(c3)OCCO4)n2)cc1	2.1	-6.1	-7.0	-0.5	2.4	1.1	-0.5	-1.6	16.5	-13.7	0.8
CCOC(=O)c1c(SCC(=O)Nc2nccs2)nc(C)c(C)c1C	0.5	-22.3	-332.6	11.2*	4.2	5.3	6.6*	0.0	-1.3	-339.4	0.1
COc1cc(C(=O)NCCCNC(=O)c2cc(OC)c(OC)c(OC)c2)cc(OC)c1OC	x	-5.3	-2.0	-1.8	-5.2	0.3	-0.1	-1.3	-2.6	3.2	-3.1
Cn1c(SCCN2CCCCC2)nnc1-c1ccccc1Br	2.7	-2.0	2.5	0.4	0.1	-1.7	0.1	-0.6	-3.0	-0.7	6.1
O=C(c1ccccc1)c1ccc(C(=O)N2CCN(c3ccc(F)cc3)CC2)o1	-1.4	-2.8	-2.6	-2.6	-3.1	-0.7	0.1	-1.4	1.6	-1.1	3.3
O=C(C[C@H]1C[C@@H]2c3cc(NC(=O)Nc4ccccc4F)ccc3O[C@@H]2[C@H](CO)O1)NCc1ccccn1	-1.2	-0.8	0.0	-1.1	4.2	-0.3	-0.7	-0.9	0.0	1.9	-6.9
COc1ccc(CNc2ccc([N+](=O)[O-])cn2)cc1	2.4	-2.3	1.0	-0.3	3.6	11.7*	0.4	-0.4	-1.9	-0.3	1.5
O=C(Nc1ncc(C(F)(F)F)cc1Cl)C1COc2ccccc2O1 (centres undefined)	-0.5	-1.6	0.1	1.1	0.7	-1.1	-0.6	-1.5	2.3	3.1	3.1
CCOC(=O)CN1C(=N)N(c2nc(NC(C)C)nc(OC)n2)CC1=O	-1.1	-3.2	2.2	1.4	0.8	0.6	-0.1	-1.1	-4.3	-3.7	-0.9
CCN(CC)S(=O)(=O)c1ccc(N2CCOCC2)c(NC(=O)COc2ccc(C#N)cc2)c1	-2.7	6.0	8.6	-1.2	-3.2	1.9	1.1	-1.7	1.8	-3.2	-1.4
COC(=O)C1=CN(c2ccc(Cl)cc2)C=C(C(=O)OC)C1c1ccc([N+](=O)[O-])cc1	0.1	-3.3	-1.9	0.8	0.3	2.0	-0.7	-1.1	4.8	-7.4	3.1
CCN(CC)S(=O)(=O)c1cccc(C(=O)NN2Cc3ccccc3C2=N)c1	0.2	-1.2	-0.1	1.6	-0.1	-2.4	0.1	-1.5	-2.0	2.8	-0.7
Cc1ccc2c(c1)/C(=N/O)CCS2	1.1	-5.4	-1.9	0.3	-0.5	2.1	-0.6	-0.8	2.6	-10.8	1.0
C[C@H](CO)N1C[C@H](C)[C@@H](CN(C)C(=O)Nc2ccc3c(c2)OCO3)Oc2c(NC(=O)C3CC3)cccc2C1=O	-1.7	-1.9	1.5	-2.5	-0.4	-0.5	-0.4	-1.6	-7.1	1.5	-2.6
COc1ccc(N(CC(=O)Nc2cc(OC)ccc2OC)S(=O)(=O)c2c(C)nn(C)c2C)cc1	-0.2	1.6	2.4	-0.3	-1.4	-5.1	-1.5	-1.6	2.0	4.8	2.5
Cc1cc(Sc2nc(N(C)C)nc(N(C)C)n2)nc(Cl)n1	1.9	-5.7	-0.7	0.3	-3.5	-4.5	0.0	-1.6	1.3	-5.7	6.0
COc1ccc(CCn2c(=N)c(C(=O)NCC3CCCO3)cc3c(=O)n4ccccc4nc32)cc1 (centres undefined)	-0.3	-50.5	-71.4	0.6	5.8	1.6	-1.3	-1.5	-1.4	-102.6	-12.0
CC(C)Oc1cccc(C(=O)C2CCCN(C(=O)c3ccoc3)C2)c1 (centres undefined)	0.0	-4.0	1.2	-1.7	-3.6	2.4	-0.2	-1.6	0.7	-6.1	4.9
COc1cc(/C=C2\CC(C(C)(C)C)C/C(=C\c3cc(OC)c(OC)c(OC)c3)C2=O)cc(OC)c1OC (centres undefined)	-0.4	-6.1	-4.6	-3.0	-2.4	-3.9	-0.3	-1.4	3.4	-17.3	2.0
COc1cc(/C=C2\SC(N3CCC(C)CC3)=NC2=O)ccc1O	-0.8	-6.0	-156.6	-3.7	-0.5	-2.1	-0.1	-1.8	2.4	-234.9	-0.3
CCCCN(CCCC)Cc1ccc(N)cc1	0.3	-2.2	3.1	-1.7	3.0	0.8	-0.4	-1.5	-6.0	5.8	1.0
O=C(NCC1CCCO1)c1ccc(COc2ccccc2)o1 (centres undefined)	0.7	-2.7	0.1	0.4	-2.2	-0.9	2.0	-1.1	-2.0	-4.0	1.0

Next entries.
SMILES	DAX1 inh-1	ADAM17 inh	PLC-gamma1 inh	hcDAF12 agonist	SMARCA2 activ	hgDAF12 agonist	DAX1 inh-2	ssDAF12 agonist	Rev-erbA mod	PLC-beta3 inh	MBD2 inh
Clc1ccc2nc(C3CCN(Cc4ccccc4)CC3)[nH]c2c1	-0.1	-3.1	1.7	-0.9	1.6	1.0	0.8	-0.9	-0.2	-0.1	-2.8
NC(N)=Nc1nc(-c2ccccc2)c2cc(F)ccc2n1	1.1	-97.4	-76.5	-2.5	-5.5	-1.0	-2.0	-1.6	3.9	-140.3	-2.0
COc1ccc(CNC(=O)c2ccc3c(=O)n(CCCN4CCCC4=O)c(=S)[nH]c3c2)cc1	0.3	2.9	1.1	-0.8	-3.2	3.6	-0.2	-1.2	-5.1	-1.8	-3.4
CC(=O)N1CCc2c(sc(NC(=O)Cc3ccccc3)c2C(N)=O)C1	1.2	-31.2	-12.8	-0.3	-3.3	-1.3	-0.9	-1.8	-6.2	-18.9	-1.6
O=C(Cn1cc(C(F)(F)F)ccc1=O)NCCc1ccc(Cl)cc1Cl	-0.2	-5.2	0.5	0.0	-2.6	-1.4	0.3	-0.7	-1.7	0.3	2.5
COc1ccc(NC2=NCCCCC2)cc1	-0.6	-2.1	-0.2	0.3	-2.0	0.6	0.3	-1.6	-3.9	-2.5	-10.9
O=C(/C=C/c1ccco1)N1CCN(C/C=C/c2ccccc2)CC1	-0.9	0.7	1.6	-2.2	-3.8	-2.3	0.3	-1.4	-2.8	-4.0	-3.3
CCN(CC)S(=O)(=O)c1cccc(N=NC2=C(O)CCCC2=O)c1	0.9	1.2	-1.7	-1.9	-2.6	0.2	-1.5	-1.1	-3.7	-3.6	6.4
O=C(CSc1nccn1Cc1ccco1)Nc1ccccc1	0.7	-0.3	-1.5	-0.3	2.5	-0.3	0.1	-0.2	-1.5	-2.6	0.6
O=C(CSCc1cccc(Br)c1)N=Nc1c(O)[nH]c2ccccc12	0.3	-5.6	-1.6	2.5	-2.0	1.4	-0.7	-0.7	-1.1	-2.8	0.0
O=C(CCN1CCOCC1)N1CCc2c([nH]c3ccccc23)C1c1cccc(Cl)c1 (centres undefined)	3.2	3.1	2.4	2.9	1.6	-1.4	-0.2	0.3	-2.5	-0.2	1.4
COc1ccc(/C=C/C(=O)C2CC2)cc1Cn1nc(C)c([N+](=O)[O-])c1C	-1.3	-1.9	-0.1	-2.9	-4.1	-2.6	-0.2	-1.8	-2.5	1.7	-0.6
Cc1oc(-c2ccc(Cl)cc2)nc1CN1CCCN(C(=O)c2ccco2)CC1	-1.3	-1.8	-4.2	-1.1	-1.2	-0.1	-2.3	-1.0	3.8	-12.9	1.3
CC(=O)Nc1ccc(C(=O)NNC(=O)c2ccccc2-n2cccc2)cc1	2.3	-7.1	5.2	-0.2	2.4	-1.4	0.9	-1.4	-0.4	-7.8	7.7
Cc1ccc(Cn2ccc(NC(=O)c3nn(C)cc3[N+](=O)[O-])n2)cc1	-1.8	0.3	0.9	-2.5	1.1	-6.3	-1.2	-0.7	12.4	1.4	2.2
Cn1c(CNC(=O)c2cccs2)nnc1SCC(=O)Nc1ccccc1	-0.3	-0.2	0.3	0.9	-2.8	2.9	-0.4	-1.3	2.2	2.4	0.2
COc1cc(/C=N/NC(=O)C(N)=O)ccc1OCC(=O)N1C(C)CCCC1C (centres undefined)	-1.2	-2.6	-3.5	-0.5	-2.7	0.4	-0.1	-1.5	1.6	-9.4	1.5
Cc1ccc(Nc2nc(N)nc(CSc3nccn3C)n2)cc1	0.8	1.0	0.0	5.1	5.0	11.1*	3.3	0.9*	-1.2	4.7	0.4
O=C(/C=C/c1ccc(Cl)c([N+](=O)[O-])c1)Nc1cccnc1	0.8	1.1	0.8	-1.3	4.3	-0.4	-0.2	-1.6	-4.7	5.4	0.3
CCc1nn(CC(=O)N2CCN(C)CC2)c(=O)c2cccn12	2.6	-1.0	0.6	0.8	1.2	-2.2	-0.2	-1.4	2.6	4.8	0.8
CC1CN(CCOc2ccccc2[N+](=O)[O-])CC(C)O1 (centres undefined)	-0.4	-5.2	0.1	-0.4	-1.2	-0.8	-0.2	-0.8	2.6	-5.7	-0.5
N#CC1=C(N)N=C(SCc2cccc3ccccc23)C(C(N)=O)C12CCCCC2 (centres undefined)	-1.1	-0.2	-0.7	0.9	-3.5	1.0	-0.3	-1.6	-3.6	-1.1	-1.3
CCCc1nnc(NC(=O)C2CCCO2)s1 (centres undefined)	4.0	-0.9	-3.9	0.4	5.8	5.0	1.0	-1.3	4.5	0.6	2.6
Cc1ccc(/C=N/N=C2/NC(=O)C(CC(=O)N3CCOCC3)S2)cc1 (centres undefined)	0.8	-10.7	-0.9	0.2	-2.6	0.7	0.0	-0.6	-6.2	-9.1	3.9
CC(C)(C)n1nnnc1C(c1ccccc1)N1CCN(C(=O)C2CCCO2)CC1 (centres undefined)	x	2.1	9.9*	-1.2	0.6	-4.0	0.4	-1.3	-2.6	3.9	-8.3

Next section.
SMILES	DAX1 inh-1	ADAM17 inh	PLC-gamma1 inh	hcDAF12 agonist	SMARCA2 activ	hgDAF12 agonist	DAX1 inh-2	ssDAF12 agonist	Rev-erbA mod	PLC-beta3 inh	MBD2 inh
COc1ccc(OCc2nnc(SC(C)C(=O)Nc3nccs3)n2-c2ccccc2)cc1 (centres undefined)	0.7	-2.7	1.9	0.4	-1.5	-0.7	-0.8	-0.9	2.0	2.5	3.3
COc1cc(OC)c(OC)cc1/C=N/Nc1ccc(Cl)nn1	0.1	-1.8	0.1	1.6	1.9	-0.8	0.1	-0.9	-0.6	0.3	-0.1
Cc1ccc(-c2csc3ncnc(Nc4ccc(N5CCOCC5)cc4)c23)cc1	-0.4	1.0	-31.8	-1.1	-5.6	-3.9	-1.1	-0.5	5.3	-40.3	-2.4
COc1ccccc1Nc1nc(C)cs1	0.4&-1.1	-1.4&1.2	-1.1&-0.6	-1.3&4.2	4.4&2.2	3.2&4.2	0.6&0.7	0.0&0.5	0.3	0.1&-3.5	-3.8&0.2
Cc1ccccc1OCC(=O)Nc1nnc(COc2ccccc2)s1	-0.1	-5.0	-4.0	-2.7	-1.6	3.0	-1.6	-1.4	-0.3	-9.7	4.1

Compounds as they come; any-hit rate near 7.4%.
